Cneo AK release: Cryptococcus neoformans cell lysis inducers, primary screen, AK release luminescence, single concentration. C. neoformans lysis, adenylate kinase release luminescence, 4 h; normalised: neutral wells 0, clomiphene wells 100. lysis activity, % at 15 µM. hit rate 0.2% among 360,000;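 active = mean lysis activity across replicates of at least 80%, whatever share of replicates individually reach that level; inactive = mean lysis activity below 80%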
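Material – log-phase Cryptococcus neoformans yeast cells · Input – 5 × 10^6 yeast cells/mL · Medium – fresh YPD growth medium · Doses – single compound concentration per well · Timing – static 4 h at 37 °C with compound, 1 h detection · Detection – adenylate kinase release luminescence · Read-out – signal increase indicating cell lysis · Control set – Clomiphene as positive lysis control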
C2C12 statin: suppressors of statin myotoxicity in C2C12 myotubes, primary screen, cell-based, single point, plate reader; C2C12 myotubes + simvastatin, ATP luminescence, 48 h; scaled: DMSO 0, geranylgeraniol control 100; hit rate 0.78% among 330,000; rescue of ATP level, % at 7.49 µM;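 active = mean ATP rescue above about 67%, or every replicate alone reaching that limit, limit read from the data, passing the limit was not always enough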;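 also: myotubes were challenged with 10 µM simvastatin during compound exposure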
Xi reactivation: activators of inactive X chromosome reactivation, primary screen, imaging, XiGFP fibroblasts, GFP high-content imaging, set 2; XiGFP mouse fibroblasts, % GFP-positive cells imaging, 3 d; cells co-treated with 5-aza-dC sensitizer; scaled so ellipticine positive control = 100%; activation, % at 7.58 µM; hit rate 0.055% among 360,000; AID 743238, 2013;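 active = mean normalized replicate activation at least 10% and every replicate at or above 10%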;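 also: 0% = median of on-plate neutral control wells and 100% = ellipticine 6 µM median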
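Schedule: 3 d treatment, 15 min room-temperature fixation; system: 68-5-11 XiGFP fibroblast line; buffer or medium: DMEM plus 5-aza-dC sensitizer; control set: ellipticine 6 µM positive control; compound: one concentration, pinned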
ERAP1 HTS inh: human ERAP1 aminopeptidase inhibitors, primary screen, biochemical, single point, plate reader; Endoplasmic reticulum aminopeptidase 1 (Homo sapiens), Q9NZ08; recombinant ERAP1, Leu-AMC fluorescence, 60 min; inhibition, % at 10.7 µM; hit rate 0.15% among 340,000; AID 652197, 2013;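 active = mean replicate inhibition of at least 30%, or all replicates individually reaching that 30% level; inactive = mean below 30% and not every replicate reaching it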;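 also: 0% = neutral control wells and 100% = L-leucinethiol positive control wells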
Target sequence (Q9NZ08 whole entry, looked up): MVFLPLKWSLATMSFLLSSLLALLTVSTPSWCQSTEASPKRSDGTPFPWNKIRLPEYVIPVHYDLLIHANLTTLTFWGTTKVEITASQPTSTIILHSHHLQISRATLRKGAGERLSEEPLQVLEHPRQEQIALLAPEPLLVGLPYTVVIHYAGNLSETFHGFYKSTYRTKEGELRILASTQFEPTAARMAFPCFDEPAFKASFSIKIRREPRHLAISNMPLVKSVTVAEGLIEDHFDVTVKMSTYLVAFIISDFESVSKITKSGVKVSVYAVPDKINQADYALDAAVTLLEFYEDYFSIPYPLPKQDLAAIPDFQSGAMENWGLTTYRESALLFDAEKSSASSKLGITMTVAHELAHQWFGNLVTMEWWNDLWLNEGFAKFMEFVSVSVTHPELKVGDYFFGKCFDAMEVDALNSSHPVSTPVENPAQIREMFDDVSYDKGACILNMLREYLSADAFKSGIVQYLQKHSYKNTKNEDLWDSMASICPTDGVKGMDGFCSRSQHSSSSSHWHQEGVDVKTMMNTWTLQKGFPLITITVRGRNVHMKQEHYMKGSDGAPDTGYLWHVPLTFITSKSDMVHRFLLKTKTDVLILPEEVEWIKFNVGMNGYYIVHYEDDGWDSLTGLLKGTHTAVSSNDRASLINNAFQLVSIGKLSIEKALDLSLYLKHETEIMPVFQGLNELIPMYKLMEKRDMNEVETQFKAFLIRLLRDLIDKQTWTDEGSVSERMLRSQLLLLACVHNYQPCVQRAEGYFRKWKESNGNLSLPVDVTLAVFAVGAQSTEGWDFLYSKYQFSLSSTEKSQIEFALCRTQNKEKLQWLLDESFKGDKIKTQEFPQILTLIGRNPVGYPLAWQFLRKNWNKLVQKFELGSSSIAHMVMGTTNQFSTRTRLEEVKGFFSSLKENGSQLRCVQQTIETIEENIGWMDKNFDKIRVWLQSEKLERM
PGC1a acetyl inh: inhibitors of PGC1a acetylation signal, primary screen, cell-based, U2OS, AlphaScreen, inhibitor mode; AlphaScreen anti-acetyl-lysine; with virally co-expressed GCN5 acetyltransferase; inhibition, % at 15.6 µM; hit rate 0.17% among 350,000; AID 651687, 2012;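 active = every replicate shows inhibition of at least 40%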;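 also: 0% = neutral control wells and 100% = positive control wells; some results beyond the cut were filed as inactive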
SIRT5 inh: SIRT5 desuccinylase inhibitors, primary screen, biochemical, fluorescence imaging, single point, set 5; NAD-dependent protein deacylase sirtuin-5, mitochondrial (Homo sapiens), Q9NXA8; Purified SirT5, succinyl-peptide AMC, trypsin-coupled fluorescence; inhibition, % at 15 µM; hit rate 1.1% among 330,000; AID 652115, 2013; in the data active = inhibition above about 15%
S100A4 inh HTS: inhibitors of S100A4-myosin IIA peptide binding, primary screen, biochemical, fluorescence polarization, TAMRA-MyoIIA peptide. Protein S100-A4 (Homo sapiens), P26447. inhibition, % at 10.7 µM. hit rate 0.14% among 360,000;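 active = mean inhibition of at least 70% across replicates, with every replicate also reaching that level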
Target sequence (P26447 whole entry, looked up): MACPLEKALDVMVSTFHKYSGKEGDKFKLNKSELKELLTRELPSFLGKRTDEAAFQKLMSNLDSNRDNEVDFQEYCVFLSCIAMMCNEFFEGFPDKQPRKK
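assay system = human S100A4 monomer with TAMRA-labelled myosin IIA peptide | also added = labelled myosin peptide probe, 5 nM | incubation = 5 min between mix addition and reading | control set = DMSO and TFP controls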
LGR2 antag: inhibitors of bursicon-induced LGR2 CRE-luciferase signal, primary screen, cell-based, HEK293, CRE-luciferase reporter, bursicon stimulation | Drosophila bursicon receptor LGR2 (rickets) | bursicon-stimulated, 4 h | inhibition, % at 9.99 µM | hit rate 0.35% among 380,000 | AID 720647, 2013;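 active = drop in luminescence signal, shown as inhibition above about 50% in the replicate tests, limit read from the data, passing the limit was not always enough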;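 also: agonist challenge used bursicon conditioned medium at about half maximal strength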
* = called active by the depositor; x = no result given; & = joins results of further samples. Some of the compounds tested; rates above refer to the full screens.

1: COCCCN1CN(S(=O)(=O)c2cccs2)c2nc3ccccc3nc21
2: Cc1ccc(S(=O)(=O)NCCC(=O)NNC(=O)c2ccccc2O)cc1C
3: CN1c2ccc(C#Cc3ccccc3F)cc2[C@@H]2[C@@H](CCN2C(=O)Cc2cccnc2)[C@H]1CO
4: N#CC1=C(S)N(c2ccccc2)C(c2ccc(-c3cccc(Cl)c3)o2)NC1=O (centres undefined)
5: C[C@@H]1CC=C[C@H]2[C@H]1C(=O)N(Cc1ccccc1)[C@H]2c1ccc(-c2ccc(F)cc2)cc1F
6: CC[C@H]1C(=O)[C@@H](Cc2ccccc2)[C@@H]2CCN3C(=O)CCC[C@H]1[C@H]23
7: COC(=O)[C@H](C(C)C)n1c(C)c(C(C)=O)c(C(C)=O)c1C
8: CC1(C)NC(=O)N(CCOCCOc2ccccc2)C1=O

Screen / compound no.,1,2,3,4,5,6,7,8
Cneo AK release,-3,-1,-10,-1,-2,0,-3,2
C2C12 statin,2,5,-20,8,4,9,3,x
Xi reactivation,0.0,4.6,0.4,0.0,0.3,-0.1,x,x
ERAP1 HTS inh,-6,-7,x,1,4,4,x,6
PGC1a acetyl inh,6,x,-9,-7,-24,3,-9,-4
SIRT5 inh,-5,0,x,-8,x,-1,x,-2
S100A4 inh HTS,-1,5,x,4,5,3,x,1
LGR2 antag,-11,7,22,27,20,-17,1,3

9: C[C@@H](NC(=O)C[C@H]1C[C@H]2c3cc(NC(=O)Nc4ccccc4F)ccc3O[C@H]2[C@H](CO)O1)c1ccccc1
10: O=C(O)/C(=C/c1ccco1)NC(=O)c1ccccc1
11: CC(C)CC#Cc1ccc2c(c1)O[C@@H](CN(C)C)[C@H](C)CN([C@H](C)CO)S2(=O)=O
12: CCN1C(=O)[C@H]2[C@@H](c3ccc(C(F)(F)F)cc3)N[C@]3(CCCN(Cc4ccc(C(F)(F)F)cc4)C3=O)[C@H]2C1=O
13: Cn1cc(C(CC(=O)O)C(=O)O)c2ccccc21 (centres undefined)
14: C[C@@H]1CN([C@@H](C)CO)C(=O)c2cc(NC(=O)c3ccccc3)ccc2O[C@@H](C)CCCCO[C@@H]1CN(C)S(=O)(=O)c1ccc(F)cc1
15: Cc1ccc(S(=O)(=O)N(C)C[C@@H]2Oc3ccc(NC(=O)Nc4ccc5c(c4)OCO5)cc3CC(=O)N([C@@H](C)CO)C[C@H]2C)cc1
16: O=C(Nc1nc(-c2ccccc2)c(C(=O)c2ccccc2)s1)c1ccc(S(=O)(=O)N2CCCC2)cc1

Screen / compound no.,9,10,11,12,13,14,15,16
Cneo AK release,-1,0,-11,2,0,-1,-4,3
C2C12 statin,14,-1,-10,0,33,-5,-1,x
Xi reactivation,0.1,0.1,0.4,0.1,x,0.1&-0.1,1.5,0.0
ERAP1 HTS inh,1,2,1,1,0,-3&-1,-3,x
PGC1a acetyl inh,-9,-9,-27,-2,-3,3&0,-13,-1
SIRT5 inh,0,5,0,0,2,5&6,-2,x
S100A4 inh HTS,-24,-4,-2,1,-10,-1&-14,7,x
LGR2 antag,7,x,-14,x,20,-5,9,11

17: C[C@@H]1CN([C@H](C)CO)C(=O)c2cccc(NC(=O)c3nc4ccccc4s3)c2O[C@H]1CN(C)C(=O)Nc1ccc(C(F)(F)F)cc1
18: O=C(C[C@H]1C[C@H]2c3cc(NC(=O)Nc4ccccc4F)ccc3O[C@H]2[C@H](CO)O1)NCC1CC1
19: COc1ccccc1C(=O)COC(=O)CCN=C1NS(=O)(=O)c2ccccc21
20: COc1cc(CNc2ccc3[nH]c(=O)[nH]c3c2)ccc1OCc1cccc(C)c1
21: CCOC(=O)NN1C(=O)c2ccccc2NC1c1ccccc1F (centres undefined)
22: CC(=O)Nc1ccc2nc3ccccc3nc2c1
23: Cc1cc[n+](CC(=O)c2ccc(NC(=O)c3ccccc3)cc2)c2ccccc12
24: O=C(C[C@H]1CC[C@@H]2[C@H](COC[C@H](O)CN2Cc2nccs2)O1)NCc1ccc(Cl)cc1

Screen / compound no.,17,18,19,20,21,22,23,24
Cneo AK release,-1,-2,-2,-3,1,x,x,-3
C2C12 statin,-3,3,-3,22,-2,0,x,-1
Xi reactivation,0.2,0.0,0.0,0.6,0.7,0.0,-0.1,0.0
ERAP1 HTS inh,0,5,2,-1,2,4,-3,1
PGC1a acetyl inh,7,-3,x,4,x,2,x,-1
SIRT5 inh,4,2,3,-5,-7,-2,2,-1
S100A4 inh HTS,-25,1,-1,-3,1,-8,-19,-5
LGR2 antag,-12,-5,-7,-48,x,-46,x,-4

25: Nc1nnc(SCC(=O)OCC(=O)Nc2ccccc2)s1
26: Cc1cc2[nH]c(=O)c(=O)[nH]c2cc1S(=O)(=O)Nc1cccc(C)c1C
27: N#C[C@@H]1[C@@H](c2ccc(C#Cc3ccccc3F)cc2)[C@@H](CO)N1C(=O)C1CCC1
28: C[C@@H]1CN([C@@H](C)CO)C(=O)c2cccc(NS(=O)(=O)c3ccc(F)cc3)c2O[C@H]1CN(C)Cc1ccc(C(=O)O)cc1
29: CCOC(=O)c1c(C)c(C(=O)NCc2ccco2)c(C)n1C
30: CSc1nc(-c2ccccc2)nc(C(C)C)n1
31: Cn1c(SCC(=O)NCc2cccs2)nnc1-c1ccc(O)cc1
32: O=C(Nc1ccc(F)cc1F)c1sccc1SCc1cccc(C(F)(F)F)c1

Screen / compound no.,25,26,27,28,29,30,31,32
Cneo AK release,x,-3,-2,23,x,5,x,1
C2C12 statin,x,19,-3,-13,0,11,x,-49
Xi reactivation,0.3,0.0,0.0,-0.9,0.1,0.0,0.0,x
ERAP1 HTS inh,-6,2,-1,2,0,-3,0,x
PGC1a acetyl inh,x,-2,-8,-3,-5,1,-7,-25
SIRT5 inh,4,1,3,2,-17,x,0,x
S100A4 inh HTS,-11,-5,-3,0,-3,0,1,x
LGR2 antag,-13,-1,5,6,7,-6,8,13

33: CCOC(=O)c1cc2sc(C)cc2n1CC(=O)NCCc1ccccc1
34: C[C@H](NC(=O)N(C)C[C@@H]1OCc2ccccc2-c2c(n(C)c3ccccc23)C(=O)N([C@H](C)CO)C[C@H]1C)c1ccccc1
35: Cn1nnnc1SC(C(=O)Nc1cccc(C(F)(F)F)c1)c1ccccc1 (centres undefined)
36: COc1ccc(CNC(=O)c2csc3c2CCCC3)cc1
37: O=C(NNS(=O)(=O)c1cccc(Cl)c1)c1cc(-c2ccc(F)cc2)nc2ccccc12
38: Cc1ccc(F)c(NC(=O)c2cncn2-c2ccccc2)c1
39: C[C@@H]1CN([C@@H](C)CO)C(=O)Cc2cc(NC(=O)Nc3ccccc3)ccc2O[C@@H]1CN(C)S(C)(=O)=O
40: CC(CCc1ccccc1)NC(=O)C1CC1 (centres undefined)

Screen / compound no.,33,34,35,36,37,38,39,40
Cneo AK release,0,x,1,0,0,1,-1,1
C2C12 statin,-32,-6,x,2,15,-2,-6,x
Xi reactivation,x,-1.5,0.0,0.0,0.1,x,0.2,-0.1
ERAP1 HTS inh,-1,x,3,-1,-4,-5,-1,3
PGC1a acetyl inh,-22,-3,x,4,-4,-8,5,-5
SIRT5 inh,-3,x,-6,2,-3,0,-3,-3
S100A4 inh HTS,-2,x,-3,-7,-1,3,13,3
LGR2 antag,0,12,-1,-6,-5,4,-23,6

41: CCCNC(=O)C[C@@H]1CC[C@@H]2[C@H](COC[C@H](O)CN2Cc2cccc(F)c2)O1
42: O=C1N(Cc2cccnc2)C[C@@H]2C[C@@H](c3ccccc3C#Cc3ccccc3)N3CCC[C@@]123
43: COc1ccccc1CCC(=O)Nc1ccc(OC)c(S(=O)(=O)N2CCCCC2)c1
44: Cc1ccc(C)c(-c2cc(C(=O)N/N=C/c3cccnc3)c3ccccc3n2)c1
45: N#Cc1ccc(-c2nc3c(Cl)cc(C(F)(F)F)cn3c2Cc2ccccc2C(F)(F)F)cc1
46: O=c1c2c(nc3nc(NCc4ccccc4Cl)[nH]n13)CCC2
47: CCc1sc(C(=O)NCc2ccco2)cc1C
48: CN(Cc1cnn(-c2ccc(F)cc2)c1)C(=O)[C@H]1O[C@@H](n2cnc3c(N)ncnc32)[C@H](O)[C@@H]1O

Screen / compound no.,41,42,43,44,45,46,47,48
Cneo AK release,-5,-1,-1,-1,x,x,-1,4
C2C12 statin,-3,6,-9,0,x,x,-3,-1
Xi reactivation,0.3,0.9,0.0,0.4,-0.1,0.3,0.0,-0.1
ERAP1 HTS inh,1,0,-4,-3,x,5,-4,2
PGC1a acetyl inh,1,1,0,x,x,x,-3,3
SIRT5 inh,0,-2,2,4,0,-2,0,-5
S100A4 inh HTS,4,-7,-12,-3,-2,1,-25,0
LGR2 antag,-14,-15,-3,2,-6,8,-3,7

Among those listed so far, four have an aryl methoxy group:
19: COc1ccccc1C(=O)COC(=O)CCN=C1NS(=O)(=O)c2ccccc21
20: COc1cc(CNc2ccc3[nH]c(=O)[nH]c3c2)ccc1OCc1cccc(C)c1
36: COc1ccc(CNC(=O)c2csc3c2CCCC3)cc1
43: COc1ccccc1CCC(=O)Nc1ccc(OC)c(S(=O)(=O)N2CCCCC2)c1

Screen / compound no.,19,20,36,43
Cneo AK release,-2,-3,0,-1
C2C12 statin,-3,22,2,-9
Xi reactivation,0.0,0.6,0.0,0.0
ERAP1 HTS inh,2,-1,-1,-4
PGC1a acetyl inh,x,4,4,0
SIRT5 inh,3,-5,2,2
S100A4 inh HTS,-1,-3,-7,-12
LGR2 antag,-7,-48,-6,-3

(list continues)
49: C[C@H](CO)N1C[C@H](C)[C@H](CN(C)Cc2ccccc2)OCc2cnnn2CCCC1=O
50: COc1ccc(NC(=O)N2CC(=O)N3[C@H](C2)[C@@H](c2ccc(-c4ccccc4)cc2)[C@@H]3CO)cc1
51: CC1(OC(=O)C2CCCC2)C(=O)C=C2C=C(c3ccsc3)N(CCCCO)C=C2C1=O (centres undefined)
52: CCOc1ccccc1OCCCC(=O)ON=C(N)c1ccccc1
53: Cc1cccnc1Nc1ncnc(N)c1[N+](=O)[O-]
54: Cc1nc2ccccc2n1Cc1ccc(Br)cc1
55: C[C@@H]1CN([C@@H](C)CO)C(=O)c2cc(NC(=O)Nc3ccc4c(c3)OCO4)ccc2O[C@H]1CN(C)Cc1ccc(Oc2ccccc2)cc1
56: C[C@H]1CCCCO[C@@H](CN(C)Cc2ccc(C(=O)O)cc2)[C@@H](C)CN([C@@H](C)CO)C(=O)c2cc(NS(=O)(=O)c3ccc(F)cc3)ccc2O1

Screen / compound no.,49,50,51,52,53,54,55,56
Cneo AK release,-6,x,-1,2,x,-5,89*,-8
C2C12 statin,3,x,1,-10,x,x,x,x
Xi reactivation,0.0,0.2,0.1,0.0,0.1,0.1,0.0,-1.3
ERAP1 HTS inh,3,-1,1,4,1,-1,1,-3
PGC1a acetyl inh,-4,10,6,-4,x,1,-5,2
SIRT5 inh,1,2,x,-8,6,-3,5,0
S100A4 inh HTS,-6,-4,4,2,8,6,0,0
LGR2 antag,-1,22,4,5,2,-9,-3,-5

Screens: PubChem, Broad Institute
